POLB inh = inhibitors of human DNA polymerase beta; P06746; Pol beta primer extension/strand displacement, fluorescence kinetic; Potency, µM (top dose mostly 114 µM), for the others: at the top dose activity change, negative = inhibition, most hits filed as inhibitors; 1.3% of 340,000 active; AID 485314; note: % is set by controls: 0 for no effect and ±100 for the full control effect
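Human Pol beta at 10 nM; strand-displacement substrate 50 nM final. Compound exposure 15 min at room temperature before start, reaction 10 min at room temperature.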
BAZ2B inh = inhibitors of human BAZ2B bromodomain; Q9UIF8; AlphaScreen BAZ2B-H3K14Ac peptide displacement; Potency, µM (top dose mostly 114 µM), for inactives: at the highest dose activity change, negative = inhibition, usual class: inhibitors; 4.4% of 360,000 active; AID 504333; note: % is set by controls: 0 for no effect and ±100 for the full control effect; nearly all actives have a fitted effect of over 60% in size
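BAZ2B (50 nM) with biotin-H3(5-23)K14Ac peptide (50 nM) in PBS pH 7.4, 0.01% Tween-20, preformed 30 min, then compound 30 min at room temperature; top concentration 110uM. AlphaScreen streptavidin donor/nickel chelate acceptor beads (10 ug/mL final), 20 min dark, signal read.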
JMJD2A Tudor inh = JMJD2A Tudor domain (human) inhibition; AlphaScreen JMJD2A-Tudor / H3K4me3 peptide binding; Potency, µM (top dose mostly 114 µM), for the others: at the top dose activity change, negative = inhibition, usual class: inhibitors; 4.4% of 390,000 active; note: % is set by controls: 0 for no effect and ±100 for the full control effect; nearly all actives have a fitted effect of over 50% in size
G9a inh = G9a (human) methyltransferase inhibition. Q96KQ7. G9a H3K9 monomethylation, AlphaScreen, 2 h. Potency, µM (highest dose often 102 µM), for the others: at the highest dose activity, negative = inhibition, usual class: inhibitors. 8.8% of 350,000 active. AID 504332; note: % is set by controls: 0 for no effect and ±100 for the full control effect; nearly all actives have a fitted effect of over 75% in size
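G9a (20 nM) was preincubated 15 min with compound, then reacted 2 h at room temperature with 500 nM biotin-H3K9 peptide and 20 µM SAM. Monomethyl-H3K9 detected by AlphaScreen using anti-H3K9me1 antibody.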
Pol iota inh = DNA polymerase iota (human) inhibition; 1% of 390,000 active; Pol iota fluorescent replication assay, 10 min; Q9UNA4; AID 588590; Potency, µM (series often up to 115 µM), without a hit: top-dose activity, negative = inhibition, hits mostly inhibitors
Target sequence (Q9UNA4 whole entry, looked up): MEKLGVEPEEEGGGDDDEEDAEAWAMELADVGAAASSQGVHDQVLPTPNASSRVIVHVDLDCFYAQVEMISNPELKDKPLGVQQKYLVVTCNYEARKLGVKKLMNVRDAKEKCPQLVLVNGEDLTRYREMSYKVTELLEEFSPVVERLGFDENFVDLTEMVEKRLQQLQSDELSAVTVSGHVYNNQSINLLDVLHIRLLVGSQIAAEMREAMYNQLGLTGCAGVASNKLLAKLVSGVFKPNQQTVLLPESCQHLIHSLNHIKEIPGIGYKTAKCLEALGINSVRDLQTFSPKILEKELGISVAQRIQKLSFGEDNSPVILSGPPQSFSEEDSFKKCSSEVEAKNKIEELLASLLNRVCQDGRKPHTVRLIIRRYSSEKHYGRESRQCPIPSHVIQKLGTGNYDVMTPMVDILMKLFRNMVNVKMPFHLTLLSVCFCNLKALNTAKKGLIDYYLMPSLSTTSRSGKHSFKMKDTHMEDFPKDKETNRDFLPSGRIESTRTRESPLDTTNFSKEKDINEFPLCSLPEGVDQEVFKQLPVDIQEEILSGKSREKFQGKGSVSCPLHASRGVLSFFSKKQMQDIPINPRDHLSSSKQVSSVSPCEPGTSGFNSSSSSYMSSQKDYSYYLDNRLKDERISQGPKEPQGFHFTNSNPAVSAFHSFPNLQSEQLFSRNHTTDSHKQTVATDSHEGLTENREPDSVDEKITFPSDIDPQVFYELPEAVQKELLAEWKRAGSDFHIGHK
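Pol iota at 10 nM preincubated 15 min with compounds at room temperature; reaction started with fluorescent substrate, 50 nM final. Fluorescence read kinetically at 0 and 10 min; buffer-only wells as negative control.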
BLM inh = Bloom syndrome helicase (human) inhibition; P54132; recombinant BLM DNA unwinding, fluorescence dequenching; Potency, µM (doses to about 56.1 µM), without a hit: at the highest dose activity change, negative = inhibition, actives largely listed as inhibitors; 0.2% of 350,000 active; AID 2528;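 note: plate controls were vehicle for no effect and no enzyme for full effect; nearly all actives have a fitted effect of over 35% in size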
APE1 inh = APE1 (human) endonuclease inhibition; P27695; recombinant APE1, TAMRA/BHQ-2 abasic DNA cleavage fluorescence; Potency, µM (series often up to 65.8 µM), for inactives: at the top dose activity change, negative = inhibition, usual class: inhibitors; 0.35% of 350,000 active; AID 2517;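 note: plate controls were vehicle for no effect and reference inhibitor for full effect; nearly all actives have a fitted effect of over 55% in size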
Target sequence (P27695 whole entry, looked up): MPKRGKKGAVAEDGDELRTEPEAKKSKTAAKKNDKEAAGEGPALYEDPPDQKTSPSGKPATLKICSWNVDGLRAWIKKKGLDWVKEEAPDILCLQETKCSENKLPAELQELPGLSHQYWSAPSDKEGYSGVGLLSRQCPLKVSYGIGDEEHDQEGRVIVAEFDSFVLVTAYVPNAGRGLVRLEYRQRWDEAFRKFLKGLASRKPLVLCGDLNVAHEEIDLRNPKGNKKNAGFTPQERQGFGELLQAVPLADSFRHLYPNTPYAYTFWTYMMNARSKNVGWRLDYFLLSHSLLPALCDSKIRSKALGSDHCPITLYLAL
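Compound pre-exposure to 0.75 nM APE1, 15 min at ambient temperature. Reaction initiated with 50 nM TAMRA/BHQ-2 THF substrate, read immediately in kinetic mode, 525 nm excitation, 598 nm emission.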
Pol kappa inh = inhibitors of human DNA polymerase kappa; purified Pol kappa, fluorescent DNA synthesis assay, 10 min; 0.53% of 400,000 active; Potency, µM (highest dose often 107 µM), for inactives: top-dose activity, negative = inhibition, usual class: inhibitors; AID 588579; note: % is set by controls: 0 for no effect and ±100 for the full control effect
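Fluorescent qHTS in 1536-well format: enzyme (10 nM) and compound sat 15 min at room temperature before 50 nM substrate (final) was added. Signal taken at 0 and 10 min; no-enzyme buffer wells were negative controls.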
Pol eta inh = inhibitors of human DNA polymerase eta; Q9Y253; recombinant Pol eta, fluorescent DNA replication assay; Potency, µM (series often up to 114 µM), without a hit: top-dose activity change, negative = inhibition, most hits filed as inhibitors; 1.2% of 390,000 active; note: % is set by controls: 0 for no effect and ±100 for the full control effect
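Pol eta at 10 nM preincubated with compounds 15 min at room temperature; reaction started with fluorescent substrate (50 nM final) and read kinetically at 0 and 10 min.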
* hit, by the source's call; ? = inconclusive; nt = not tested or not shown; & = joins results of further samples; [ ] = another dose, or the depositor's remark. Calls come from the whole dose curve; as a rule, active = well fitted curve in the direction sought with a large enough effect; inconclusive = small, poorly fitted or top-dose-only effect, or another doubt; inactive = no such curve, though single readings can be large; an effect the other way counts as inactive or inconclusive. Potency is the fitted concentration of half-maximal effect.

Value order – POLB inh, BAZ2B inh, JMJD2A Tudor inh, G9a inh, Pol iota inh, BLM inh, APE1 inh, Pol kappa inh, Pol eta inh
> Cc1ccc(-c2nc3ccccc3[nH]2)cc1NC(=S)NC(=O)c1ccccc1Br
 : 26%, -36%, -25%, 38%[0.501 µM], ?, -5%, 5%, -2%, -10%
> O=C(NC1CCCC1)C(c1ccc(Cl)cc1)N1CCc2ccccc21 (stereo not given)
 : 32%, 11%, -11%, -11%, -4%, -1%, 13%, 7%, 0%
> Cc1ccccc1NC(=O)CSc1nc2ccc(Nc3nc(N4CCOCC4)nc(N4CCOCC4)n3)cc2s1
 : -5%, -19%, -7%, 1%, 4%, -10%, -7%, -16%, -8%
> Cc1cccc(NC(=O)c2ccc(Cn3cc(C(F)(F)F)ccc3=O)cc2)c1
 : 84%, 1%, ?, 8%, 19%, -4%, 2%, -16%, -19%
> O=C(O)C1CCC(Cn2c(SCc3cc(=O)n4cc(Br)ccc4n3)nc3ccsc3c2=O)CC1 (stereo not given)
 : 14%, -37%, ?, -34%, 4%, -3%, -2%, -8%, -3%
> Clc1ccc(C(c2nnnn2C2CCCC2)N2CCSCC2)cc1 (stereo not given)
 : -4%, 4%, -10%, 5%, 11%, -4%, -4%, -5%, -14%
> O=C(C1=C[C@H](c2coc3ccccc3c2=O)C[C@H](OCCCCO)O1)N1CCN(Cc2ccccc2)CC1
 : 5%, -15%, -39%, -14%[59 µM], 23%, -1%, -1%, -6%, -2%
> Cc1cc(C(=O)NCC(=O)OC(C)C(=O)N2CCOCC2)ccc1[N+](=O)[O-] (stereo not given)
 : nt, 9%, -12%, -9%[59 µM], 17%, nt, 1%, -7%, -3%
> C/C(=N\O)c1c(O)cc(-c2ccccc2)n(-c2ccccc2)c1=O
 : ?, ?, -34%, ?, -16%[58.9 µM], -4%, -2%, -5%, -13%
> COc1ccc(OCC(=O)N2CCN(S(=O)(=O)c3ccccc3[N+](=O)[O-])CC2)cc1
 : 9%, -20%, -10%, -37%, -2%, -2%, 1%, 3%, -19%
> COc1ccc(NC(=O)c2c(F)cccc2F)cc1S(=O)(=O)Nc1ccc(Br)cc1
 : -2%, -10%, -18%, 3%[59 µM], 4%, -4%, 7%, -16%, ?
> CCOC(=O)C1CCCN(C(=O)c2cn(CC)c(=O)c3cc(OC)c(OC)cc23)C1 (stereo not given)
 : 15%, 9%, -1%, 25%[2.33 µM], 8%, 1%, -1%, -7%, 4%
> CCOC(=O)Cc1csc(NC(=O)Cc2ccc([N+](=O)[O-])cc2)n1
 : -12%, 0%, -18%, -4%[59 µM], 27%, -1%, -2%, -3%, -10%
> c1ccc(OCc2nc3ccccc3[nH]2)cc1
 : -10%, -1%, -23%, 4%[12.7 µM], -1%, 0%, 3%, -10%, 4%
> COCc1cc(CNC(=O)C2CCC(=O)N(Cc3ccccc3OC)C2)[nH]n1 (stereo not given)
 : 48%, -2%, -10%, nt, -9%, -3%, 1%, -8%, 2%

Additional entries.
Value order – POLB inh, BAZ2B inh, JMJD2A Tudor inh, G9a inh, Pol iota inh, BLM inh, APE1 inh, Pol kappa inh, Pol eta inh
> O=C(CSc1nc(=O)n(Cc2ccncc2)c2c1CCC2)Nc1cccc(F)c1
 : 1%, -4%, -11%, 32%[59 µM], 21%, 1%, nt, -14%[60.1 µM], -5%
> CCn1c(CSc2nc3ccccc3n2C)nc2ccccc21
 : 3%, -3%, -7%, ?, 4%, -2%, -2%, -4%, -1%
> Cc1ccc(S(=O)(=O)Nc2nc3n(n2)C(c2ccc(Cl)cc2)CC(=O)N3)cc1 (stereo not given)
 : 3%, 3%, 9%, -10%[2.33 µM], -7%, 1%, -1%, -5%, -16%
> COc1ccc(Cn2nnc(C(=O)Nc3cc(OC)ccc3OC)c2N)cc1
 : ?, -16%, -5%, 6%[59 µM], 23%, -6%, nt, -11%, -23%
> COc1ccc(-c2nnn(CC(=O)N(C3CCCCC3)C(C)C(=O)NC3CCCC3)n2)cc1OC (stereo not given)
 : 27%, -1%, -29%, -2%, 4%, -2%, -3%, 4%, -14%
> CC(=O)Oc1ccc(C(=O)Nc2cccc(NC(=O)c3ccco3)c2)cc1
 : 19%, 0%, -11%, 15%, 46%[activator], -4%, -10%, -1%, -2%
> CCNC(=O)CN(c1ccc(Oc2ccccc2)cc1)S(=O)(=O)c1ccccc1
 : -10%, -27%, -1%, 32%, 16%, -5%, 9%, -8%, -13%
> Cc1cc(C)nc(-n2nc(C)c3c(=O)[nH]c(C(F)(F)F)nc32)n1
 : 31%, -5%, 79µM*, -41%[59 µM], -10%, 0%, -2%, -4%, 2%
> Cc1ccc(NC(=O)c2c(C)oc3ccc(O)c(CN4CCCCCC4)c23)c(C)c1
 : 1%, -25%, -33%, -30%[59 µM], 0%, 6%, nt, 0%, -16%
> O=C1c2cccc(OCC(=O)N3N=C(c4cccs4)CC3c3ccc(F)cc3)c2CCN1Cc1ccccc1 (stereo not given)
 : 1%, -2%, -16%, -1%, 31%, -5%, 1%, -3%, -13%
> CCOC(=O)C(NC(=O)N1CCCCC1)(c1ccccc1)C(F)(F)F (stereo not given)
 : 14%, -3%, -13%, -4%, 22%, 3%, -3%, -21%, 2%
> NC(=O)[C@@H]1CCCN1C(=O)c1cc(COc2ccc(F)cc2F)on1
 : 41%, 1%, -10%, 3%, 25%, 0%, -3%, 0%, -7%
> CCOC(=O)Cn1c(=N)n(CCOc2ccc(OC)cc2)c2ccccc21
 : 32%&7%[activator], -5%&-9%, -16%&-7%, -3%&-3%[59 µM], 72%&-3%[activator], 5%&-5%, -1%, -22%&-6%, -20%&1%
> O=C(Nc1ccccc1)OCC1CCCO1 (stereo not given)
 : nt, nt, -8%, nt, -9%, nt, nt, -1%, 4%
> Cc1ccc(NC(=S)Nc2ccc(OC(F)F)c(Cl)c2)cc1Cl
 : 27%, -1%, 1%, 11%[59 µM], 19%, -6%, 5%, -14%, -17%

(listing goes on)
Value order – POLB inh, BAZ2B inh, JMJD2A Tudor inh, G9a inh, Pol iota inh, BLM inh, APE1 inh, Pol kappa inh, Pol eta inh
> CCN(CC(=O)NCc1ccc(F)cc1)CC(=O)Nc1ccc(Br)cc1F
 : nt, nt, -6%, nt, 2%, nt, 45%, -11%, -9%
> O=C(Nc1ccc(S(=O)(=O)Nc2ncccn2)cc1)c1ccco1
 : 19%, -4%, -11%, ?, 12%, 1%, -3%, -7%, -13%
> Cc1ccc(NC(=O)c2ccc(CSc3nccc(C)n3)cc2)cc1
 : 22%, 2%, -15%, 4%, 8%, -9%, 7%, -2%, -15%
> O=C(NC(=S)N1CCN(c2ccccc2)CC1)c1ccccc1
 : 0%, -26%, nt, 1%, nt, -2%, 33%, nt, nt
> CC1(c2ccccc2)CC(c2ccccc2)=Nc2nonc2N1 (stereo not given)
 : 18%, -7%, 5%, 6%, ?, -6%, -3%, -2%, -18%
> O=C1C(Cl)=C(NCC2CCCO2)C(=O)N1c1cccc(Cl)c1Cl (stereo not given)
 : 6%, 23%, 2%, 45%[activator], 9%, -3%, -2%, -12%, -6%
> C[N+](C)(CC#N)C/C=C\c1ccccc1
 : 29%, -14%, -1%, 20%, -5%, 4%, -2%, 0%, -21%
> CN(Cc1ccccc1)C(=O)COC(=O)CCC(=O)c1ccc(F)cc1
 : nt, nt, -3%, nt, 2%, nt, -6%, -11%, -6%
> CCOc1ccc(N2CC(C(=O)NNC(=O)c3ccc(F)cc3)CC2=O)cc1 (stereo not given)
 : nt, -4%, -10%, -9%[59 µM], 13%, nt, -4%, -11%, -2%
> Cc1ccc(S(=O)(=O)NCC2CCC(C(=O)NC3CCCCC3)CC2)cc1 (stereo not given)
 : -27%, -11%, -11%, 8%, 4%, -7%, 53%, 9%, -16%
> O=C(CN1C(=O)c2ccccc2S1(=O)=O)N1CCc2ccccc2C1
 : 20%, -5%, -4%, 6%[59 µM], 18%, -1%, 5%, -10%, -4%
> Cc1cc(C)c(-c2cc(C(F)(F)F)no2)c(=O)[nH]1
 : -1%, 1%, 2%, -8%[59 µM], 6%[58.9 µM], 2%, 0%, -1%, -16%
> O=C(NC(=S)Nc1cccc(NC(=O)c2ccc(Cl)cc2Cl)c1)c1cccs1
 : 23%, 8%, -15%, -1%[59 µM], 8%, 4%, 0%, 5%, -1%
> CC(=O)Nc1ccc(NC(=O)CSc2nnnn2C2CCCCC2)cc1
 : nt, -3%, -9%, -24%, 24%, nt, 7%, 3%, -10%
> CC(=O)Oc1ccc(C(=O)Nc2ccccc2C(=O)N2CCCC2)cc1
 : 51%, -6%, -14%, nt, 15%, 1%, -4%, -5%, 11%

Compounds listed so far that have an aryl methoxy group:
Value order – POLB inh, BAZ2B inh, JMJD2A Tudor inh, G9a inh, Pol iota inh, BLM inh, APE1 inh, Pol kappa inh, Pol eta inh
> COc1ccc(OCC(=O)N2CCN(S(=O)(=O)c3ccccc3[N+](=O)[O-])CC2)cc1
 : 9%, -20%, -10%, -37%, -2%, -2%, 1%, 3%, -19%
> COc1ccc(NC(=O)c2c(F)cccc2F)cc1S(=O)(=O)Nc1ccc(Br)cc1
 : -2%, -10%, -18%, 3%[59 µM], 4%, -4%, 7%, -16%, ?
> CCOC(=O)C1CCCN(C(=O)c2cn(CC)c(=O)c3cc(OC)c(OC)cc23)C1 (stereo not given)
 : 15%, 9%, -1%, 25%[2.33 µM], 8%, 1%, -1%, -7%, 4%
> COCc1cc(CNC(=O)C2CCC(=O)N(Cc3ccccc3OC)C2)[nH]n1 (stereo not given)
 : 48%, -2%, -10%, nt, -9%, -3%, 1%, -8%, 2%
> COc1ccc(Cn2nnc(C(=O)Nc3cc(OC)ccc3OC)c2N)cc1
 : ?, -16%, -5%, 6%[59 µM], 23%, -6%, nt, -11%, -23%
> COc1ccc(-c2nnn(CC(=O)N(C3CCCCC3)C(C)C(=O)NC3CCCC3)n2)cc1OC (stereo not given)
 : 27%, -1%, -29%, -2%, 4%, -2%, -3%, 4%, -14%
> CCOC(=O)Cn1c(=N)n(CCOc2ccc(OC)cc2)c2ccccc21
 : 32%&7%[activator], -5%&-9%, -16%&-7%, -3%&-3%[59 µM], 72%&-3%[activator], 5%&-5%, -1%, -22%&-6%, -20%&1%

These rows are one share of the data; rates above refer to the full screens.
